Assay outcomes deposited in PubChem by National Center for Advancing Translational Sciences (NCATS).
LDHA inh: qHTS assay for inhibitors of human lactate dehydrogenase | L-lactate dehydrogenase A chain (Homo sapiens), P00338 | activity change, % (values are at about 110 or 230 µM) | purified LDHA, NADH/diaphorase-resazurin fluorescence; stronger effect = lower value | AID 1347041, 2019 | 480,000 compounds, 0.15% hits; in the data active means activity change below about -30%; inconclusive means mostly about -25% to -30%;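 further: plate controls were DMSO wells for no effect and wells without enzyme for full effect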
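Resorufin fluorescence (ex540/em590), read at 0 and 20 min after diaphorase/resazurin addition, reports the NADH left after a 5 min room-temperature reaction of 2 nM human LDH5 with 0.06 mM NADH and 0.2 mM pyruvate.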
Vif-APOBEC3G blk: qHTS for Inhibitors of Vif-A3G Interactions: qHTS; HeLa A3G-eYFP + Vif (tagged APOBEC3G with the HIV-1 protein that degrades it), YFP fluorescence, overnight; AID 602310, 2012; Potency, µM (doses to about 46.1 µM), for the others: at the highest dose activity, negative = active, most hits filed as inhibitors; 410,000 compounds, 0.076% hits;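 further: potency means the concentration at half of the fitted maximal effect; on the % scale 0 is the no-effect control and ±100 the full control effect; nearly all actives have a fitted effect of over 60% in size; hits raise eYFP signal because A3G escapes Vif-driven loss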
Target sequence (Q9HC16 whole entry, looked up): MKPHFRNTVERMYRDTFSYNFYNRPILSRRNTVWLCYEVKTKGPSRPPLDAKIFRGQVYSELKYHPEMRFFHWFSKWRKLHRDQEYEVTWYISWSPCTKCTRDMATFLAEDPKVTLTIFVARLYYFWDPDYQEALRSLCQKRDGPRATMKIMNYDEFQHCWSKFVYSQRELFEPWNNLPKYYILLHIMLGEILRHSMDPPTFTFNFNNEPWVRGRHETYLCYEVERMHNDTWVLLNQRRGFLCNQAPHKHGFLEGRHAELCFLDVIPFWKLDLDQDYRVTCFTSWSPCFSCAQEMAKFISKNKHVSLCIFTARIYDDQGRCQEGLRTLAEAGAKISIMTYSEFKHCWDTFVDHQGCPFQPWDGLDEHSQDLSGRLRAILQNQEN
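HeLa cells stably expressing Vif and C-terminally eYFP-tagged A3G, seeded overnight at 37 deg C, then exposed to compound by pintool overnight at 37 deg C. Rise in yellow fluorescence (Ex 488/Em 500-530, Acumen) marks blocked Vif-driven A3G degradation.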
Vif-APOBEC3F blk: qHTS for Inhibitors of Vif-A3F Interactions: qHTS | Potency, µM (top dose mostly 46.1 µM), for inactives: at the highest dose activity, negative = active | 390,000 compounds, 0.2% hits | HeLa A3F-eYFP + Vif (tagged APOBEC3F with the HIV-1 protein that degrades it), YFP fluorescence increase; further: potency means the concentration at half of the fitted maximal effect; % of control where 0% means no effect; nearly all actives have a fitted effect of over 65% in size
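Fluorescence increase (Ex 488/Em 500-530) after overnight compound treatment at 37 deg C flags inhibition of Vif-driven A3F-eYFP loss in stable HeLa A3F-eYFP/Vif cells seeded overnight beforehand.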
D1 antag: Antagonist of Human D 1 Dopamine Receptor: qHTS. HEK293 TREx D1 cells, calcium flux, dopamine EC80; stronger effect = lower value. activity change, negative = inhibition, % at 10 µM. 360,000 compounds, 3.2% hits. AID 504652, 2011; in the data active means activity change below about -30%; further: on the % scale 0 is the no-effect control and ±100 the full control effect
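Antagonism measured as reduced calcium response to an EC80 dopamine addition following 180 s compound pre-read; cells were inducible HEK293 Trex D1 plated overnight at 30 C, read kinetically at 1 cycle/sec.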
D1 ag: Allosteric Agonists of the Human D1 Dopamine Receptor: qHTS; 360,000 compounds, 1% hits; activation, % at 2 µM; HEK293 T-REx D1 cells, calcium flux, agonist mode; AID 504660, 2011; in the data active means activation above about 30%; further: 0% is about no effect
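Agonism was scored from calcium flux recorded over 180 s (1 read/s) after pintool compound addition, following a 10-cycle baseline. Cells were inducible force-coupled HEK293 TREx D1, plated overnight at 30 C and loaded with no-wash calcium dye.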
D2 potentiator: HTS Assay for Positive Allosteric Modulators of the Human D2 Dopamine Receptor: Primary Screen for Potentiators; D(2) dopamine receptor (Homo sapiens), P14416; 340,000 compounds, 0.34% hits; HEK293 T-REx D2, calcium flux, EC20 dopamine potentiation; AID 485347, 2010; potentiation, % at 10 µM;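 active means potentiation over 3 SD above the plate norm, cut at about 30% in these data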; further: 0% is about no effect
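Tetracycline-induced Hek293 Trex D2 cells, force-coupled to calcium, loaded with no-wash calcium dye. Compound added with 180 s kinetic read for agonism, then EC20 dopamine and a further 180 s read for potentiation.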
D1 PAM: Potentiators of Human D1 Dopamine Receptor: qHTS; D(1A) dopamine receptor (Homo sapiens), P21728; HEK293 TREx D1 cells, calcium flux, dopamine EC20 potentiation; potentiation, % at 10 µM; 360,000 compounds, 0.036% hits; in the data active means potentiation above about 30%; further: 0% is about no effect
RXFP1 agonist: qHTS Assay for Agonists of the Relaxin Receptor RXFP1. HEK293T-RXFP1 cAMP TR-FRET, 30 min; response scale: percent of porcine relaxin response, buffer zero. Potency, µM (titrated, usually from 57.5 µM), for the others: at the highest dose activation, most hits filed as activators. 370,000 compounds, 0.3% hits; further: potency means the concentration at half of the fitted maximal effect; on the % scale 0 is the no-effect control and ±100 the full control effect; nearly all actives have a fitted effect of over 60% in size; many of its hits are not listed in these tables
Target sequence (Q9HBX9 whole entry, looked up): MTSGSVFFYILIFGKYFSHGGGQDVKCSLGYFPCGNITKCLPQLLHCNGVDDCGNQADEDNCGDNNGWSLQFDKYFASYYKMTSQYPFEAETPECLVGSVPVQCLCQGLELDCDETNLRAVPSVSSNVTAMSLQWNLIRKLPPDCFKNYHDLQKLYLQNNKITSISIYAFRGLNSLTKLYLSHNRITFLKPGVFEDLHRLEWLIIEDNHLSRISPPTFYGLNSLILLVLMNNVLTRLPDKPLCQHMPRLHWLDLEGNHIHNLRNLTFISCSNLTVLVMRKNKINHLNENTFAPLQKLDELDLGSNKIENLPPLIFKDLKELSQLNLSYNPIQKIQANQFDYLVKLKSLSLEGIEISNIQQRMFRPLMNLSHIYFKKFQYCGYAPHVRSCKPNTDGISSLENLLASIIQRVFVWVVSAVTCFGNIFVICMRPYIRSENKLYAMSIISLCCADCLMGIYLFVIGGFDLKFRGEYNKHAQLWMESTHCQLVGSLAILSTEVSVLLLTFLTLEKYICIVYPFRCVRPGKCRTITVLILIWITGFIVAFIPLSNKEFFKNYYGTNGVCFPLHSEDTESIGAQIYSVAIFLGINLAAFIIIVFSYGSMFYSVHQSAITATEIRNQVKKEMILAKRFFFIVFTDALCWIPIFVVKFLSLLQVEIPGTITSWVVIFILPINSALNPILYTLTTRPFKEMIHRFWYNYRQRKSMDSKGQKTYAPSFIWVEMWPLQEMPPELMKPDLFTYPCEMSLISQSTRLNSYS
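Agonist response is measured as cAMP accumulation in an RXFP1-transfected HEK293T line under PDE4 inhibition. Values are scaled between buffer-only and 29 nM porcine relaxin, and EC50s come from standard Hill equation fits.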
GRP78 ERSR act: qHTS for Inducers of the Endoplasmic Reticulum Stress Response (ERSR) in Human Glioma: qHTS; U87-MG GRP78 promoter luciferase reporter, 16 h; Potency, µM, without a hit: at the highest dose activation, usual class: activators; 420,000 compounds, 0.02% hits; further: potency means the concentration at half of the fitted maximal effect; series mostly up to about 76 µM; % of control where 0% means no effect; nearly all actives have a fitted effect of over 35% in size
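Stably transfected U87-MG glioma cells carrying a GRP78-based luciferase sensor; 16 h compound incubation. Luminescence end-point read 10 min after Bright-Glo addition at room temperature.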
* marks the source's active call; other numbers are inactive results; ? = inconclusive; nt = not tested or not shown; & = joins results of further samples. Unless noted, the call rests on the fitted dose curve; in most records, active means well fitted curve in the direction sought with a large enough effect; inconclusive means small, poorly fitted or top-dose-only effect, or another doubt; inactive means no such curve, though single readings can be large; an effect the other way counts as inactive or inconclusive. Not all compounds are listed. The share of hits here may be higher or lower than overall.

Values run as follows: RXFP1 agonist | Vif-APOBEC3G blk | GRP78 ERSR act | D1 antag | D1 ag | LDHA inh | D1 PAM | D2 potentiator | Vif-APOBEC3F blk
[1] O=C(N/N=C/c1c(O)ccc2ccccc12)c1[nH]ncc1Br
→ 1.9% | -20% | 2% | -13 | 15 | 1 | -1 | 6 | -14%
[2] C=C1CCN([C@@H](Cc2ccccc2)C(=O)N2CCOCC2)S(=O)(=O)c2ccccc21
→ nt | 3% | 2% | nt | nt | -17 | nt | nt | -5%
[3] COc1ccc(NC2CCCN(C(=O)c3ccc4[nH]c(C)c(C)c4c3)C2)cc1OC (stereo not given)
→ -1.6% | -1% | -4% | -11 | 4 | 9 | 1 | 2 | -3%
[4] O=C(Cc1ccsc1)NNC(=O)c1cccc(Cl)c1
→ -1.9% | 1% | -3% | 3 | 2 | 2 | 4 | -2 | -5%
[5] O=C1Nc2ccccc2SC1c1ccccc1Cl (stereo not given)
→ nt | -18% | -3% | nt | nt | -3 | nt | nt | -5%
[6] C[C@H]1CN([C@@H](C)CO)C(=O)CCCn2cc(nn2)CO[C@@H]1CN(C)S(=O)(=O)c1ccc(-n2cccn2)cc1
→ nt | 3% | -3% | nt | nt | -9 | nt | nt | 2%
[7] Cc1ccc(S(=O)(=O)N(C)C)cc1[N+](=O)[O-]
→ 1.0% | 0% | -1% | -15 | 0 | -12 | -1 | -5 | -13%
[8] Clc1ccc(Oc2ncnc3oc(-c4ccccc4)cc23)cc1
→ 0.6% | -3% | -3% | 1 | 2 | -5 | 1 | 9 | -1%
[9] Cn1c(N)c(C(=O)COC(=O)C2(c3cccc(F)c3)CCCC2)c(=O)n(C)c1=O
→ 4.8% | -13% | -6% | 9 | 16 | -1 | -5 | 4 | -3%
[10] O=C(Nc1cnn(Cc2c(Cl)cccc2Cl)c1)C(c1ccccc1)c1ccccc1
→ -0.2% | -7% | -5% | 7 | 4 | 0 | -1 | 33* | -11%

4 entries from above, with one line to a screen.
2	C=C1CCN([C@@H](Cc2ccccc2)C(=O)N2CCOCC2)S(=O)(=O)c2ccccc21
3	COc1ccc(NC2CCCN(C(=O)c3ccc4[nH]c(C)c(C)c4c3)C2)cc1OC (stereo not given)
4	O=C(Cc1ccsc1)NNC(=O)c1cccc(Cl)c1
5	O=C1Nc2ccccc2SC1c1ccccc1Cl (stereo not given)
assay / compound,2,3,4,5
RXFP1 agonist,nt,-1.6%,-1.9%,nt
Vif-APOBEC3G blk,3%,-1%,1%,-18%
GRP78 ERSR act,2%,-4%,-3%,-3%
D1 antag,nt,-11,3,nt
D1 ag,nt,4,2,nt
LDHA inh,-17,9,2,-3
D1 PAM,nt,1,4,nt
D2 potentiator,nt,2,-2,nt
Vif-APOBEC3F blk,-5%,-3%,-5%,-5%

Carrying on.
Values run as follows: RXFP1 agonist | Vif-APOBEC3G blk | GRP78 ERSR act | D1 antag | D1 ag | LDHA inh | D1 PAM | D2 potentiator | Vif-APOBEC3F blk
[11] COc1ccc(OCCSc2nnc3sc4ccccc4n23)cc1
→ 0.7% | 0% | 2% | 7 | 5 | -8 | 0 | 8 | -10%
[12] CCCC(=O)Nc1ccc(C(=O)COC(=O)C2CC2)cc1
→ nt | 1% | 2% | nt | nt | -9 | nt | nt | -1%
[13] Cc1cc(/C=C2/C(=N)N3C(=NC2=O)SN=C3S(C)(=O)=O)c(C)n1-c1ccc(F)cc1
→ -1.5% | 1% | -2% | -12 | 14 | -2 | -3 | 3 | ?
[14] COc1ccc(OCC(=O)N2CCC(c3nc4ccccc4s3)CC2)cc1
→ -0.3% | -1% | -1% | -11 | 5 | -3 | -1 | 17 | 3%
[15] CC(=O)c1ccc(Nc2c3c(c(C#N)c4nc5ccccc5n24)CCC3)cc1
→ -0.6% | nt | nt | 0 | 5 | nt | -2 | -13 | nt
[16] O=C(O)C(=O)/C(=C\c1ccc(Cl)cc1)c1ccc2ccccc2n1
→ 5.0% | -1% | 4% | -2 | 19 | -7 | -1 | -5 | -3%
[17] Cc1csc2nc(CSc3ccc(Cl)cc3)cn12
→ 1.8% | 1% | -1% | -13 | -4 | 1 | 0 | -21 | 1%
[18] O=c1c2ccccc2nc(SCc2nnc(-c3ccccc3Br)o2)n1Cc1ccco1
→ 1.7% | 1% | 1% | -1 | 5 | 2&-3 | -4 | -2 | -2%
[19] COc1ccc(/C=C/C(=O)N(Cc2ccccc2)c2ccccn2)cc1OC
→ 2.1% | -1% | -2% | -6 | 2 | 1 | -2 | 7 | 2%
[20] Cn1c(CCNC(=O)c2ccco2)nc2cc([N+](=O)[O-])ccc21
→ 5.0% | 0% | -2% | -7 | 1 | -12 | -2 | -14 | 3%
[21] Cc1cc(NC(=O)c2ccccc2F)n(-c2nc3ccccc3[nH]2)n1
→ 1.5% | -1% | 2% | -25 | 3 | -4 | -9 | -2 | -15%
[22] COc1ccc(N2CCN(C(=O)c3ccc(N(C)S(=O)(=O)c4ccc(OC)cc4)cc3)CC2)cc1
→ -1.9% | 4% | 3% | -4 | 7 | -3 | -6 | 7 | -19%
[23] COC(=O)C(NC(=O)c1ccc(F)cc1)(Nc1nc(C)cs1)C(F)(F)F (stereo not given)
→ 0.2% | 0% | -4% | -7 | -1 | 0 | 0 | 0 | 0%
[24] COC(=O)c1c(NC(=O)COc2ccc(C(C)C)cc2)sc2c1CCCC2
→ -0.1% | nt | nt | 0 | -2 | 0 | 1 | -6 | nt
[25] Cc1ccccc1NC(=O)c1cc(S(=O)(=O)N2CCOCC2)ccc1F
→ 2.1% | 0% | -2% | 3 | 1 | -9 | -1 | 7 | -1%
[26] NC(CC(=O)OC1CCCCC1)C(=O)OC1CCCCC1 (stereo not given)
→ 0.7% | 0% | -3% | -13 | 7 | -7 | -5 | -6 | -12%
[27] Cc1ccc(CN(C(=O)COc2c(C)cccc2C)C2CCS(=O)(=O)C2)o1 (stereo not given)
→ 1.5% | nt | nt | -43* | -2 | -4 | 2 | 5 | nt
[28] O=C(NCCc1cccnc1)C1CCC(=O)N(Cc2cccc(C(F)(F)F)c2)C1 (stereo not given)
→ -0.7% | -3% | -2% | -11 | 3 | 0 | -1 | -3 | -2%
[29] CCOC(=O)CSc1nnc(CNC(=O)c2cccs2)n1-c1cc(C)ccc1C
→ -1.5% | -3% | -2% | 5 | 1 | 2 | 2 | -3 | -4%
[30] O=C1CC(Nc2ccccc2)C(=O)N1Cc1ccccc1 (stereo not given)
→ 1.2% | 1% | -3% | -1 | 3 | -2 | 3 | 4 | -3%
[31] COC(=O)c1cc(=O)n(-c2ccccc2)c(=Nc2ccccc2)s1
→ 2.2% | ? | ? | -6 | -2 | -5 | -4 | 2 | 2%
[32] Cc1ccc(NC2c3ncccc3C(=O)N2Cc2cccs2)cc1 (stereo not given)
→ -3.2% | 2% | -1% | -6 | 3 | -2 | 1 | 8 | 1%
[33] Cc1cc(C)n(CC(C)NCc2cn[nH]c2-c2cccc3ccccc23)n1 (stereo not given)
→ -0.2% | 2% | -5% | 11 | 2 | -3 | -4 | -4 | 2%
[34] O=C(CCCN1C(=O)c2cccnc2C1=O)Nc1ccc(F)cc1Cl
→ ? | 1% | -3% | -2 | 1 | -2 | -3 | -5 | 8%
[35] C/C(=N\NC(=O)c1cccc(N/N=C(\C)c2ccccc2)c1)c1ccccc1
→ -0.2% | 2% | 5% | -12 | -1 | 4 | -14 | -3 | -1%
[36] COc1ccc2nc(N(Cc3cccnc3)C(=O)COc3ccccc3)sc2c1
→ 0.8% | 2% | 1% | nt | 19 | -10 | -3 | 14 | 0%
[37] Nc1nc(NCCCN2CCOCC2)nc(Nc2ccc(F)cc2)c1[N+](=O)[O-]
→ 1.3% | 0% | -3% | 7 | 2 | 3 | 8 | -10 | -15%
[38] CN1CCCC(CN2c3ccccc3Sc3ccccc32)C1 (stereo not given)
→ -0.4% | -1% | -3%&-2% | -23 | 42* | -2 | -5 | nt | 0%
[39] COc1ccccc1OCC(O)CN1CCN(CC(=O)Nc2c(C)cccc2C)CC1 (stereo not given)
→ -0.6% | -1%&-3% | -6%&-2%&-4%&-5% | 1 | -2 | -4&-5 | -5 | 8 | 7%&7%
[40] CCCCc1nnc(SCC(=O)NC2CCCCC2)n1C
→ -0.1% | -2% | -1% | 15 | 4 | -4 | -1 | 2 | 1%
[41] Cc1cc(C)cc(NC(=O)Cn2c(=O)n(CC(=O)NCCc3ccccc3)c(=O)c3ccccc32)c1
→ 5.7% | -1% | -4% | -11 | 13 | -11 | -3 | 0 | -26%
[42] Cc1oc(-c2ccc(C(=O)NCc3ccc(Cl)cc3)cc2)nc1CS(=O)(=O)c1ccccc1
→ 0.1% | -1% | 1% | -6 | 0 | -7 | 0 | -3 | -11%
[43] COC(=O)c1c(-n2c(C)cc(C=O)c2C)sc2c1CCCC2
→ 1.3% | -1% | -2% | 7 | 4 | -7 | -2 | 15 | 0%
[44] CCC(=O)c1ccc(OCC(=O)N(CC)CC2COc3ccccc3O2)cc1 (stereo not given)
→ 0.9% | -3% | -1% | 12 | 3 | -4 | 0 | -1 | 2%
[45] COc1ccccc1NS(=O)(=O)c1cc(NC(=O)c2cc(=O)[nH]c3ccccc23)ccc1N1CCOCC1
→ 2.5% | -2% | -2% | -9 | 2 | -4 | -4 | -5 | 1%
[46] CC(C)CN(C(=O)CN1C(=O)NC(c2ccccc2)(c2ccccc2)C1=O)C1CCS(=O)(=O)C1 (stereo not given)
→ 0.5% | 1% | -3% | -11 | 1 | -3 | -6 | 6 | 10%
[47] COc1cccc2c1OCC(CN1CCN(Cc3ccccc3F)C(CCO)C1)=C2 (stereo not given)
→ -3.1% | -2% | -2% | 9 | 6 | 0 | -5 | 5 | 5%
[48] CN1CCC(OC(=O)COc2ccc(Cl)cc2Cl)CC1
→ 0.8% | -1% | -2% | -9 | 11 | -9 | -9 | -7 | 9%
